Compound activity from PubChem.
PPARg SRC3 recr – PPARgamma-driven SRC-3 recruitment agonism; hit rate 0.26% among 200,000; activation, % at 8 µM; biochemical PPARgamma/SRC-3 coactivator recruitment assay; P37231; in the data active = activation above about 23%;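 also: 0% = DMSO and 100% = reference agonist; some compounds past the cut are filed as inactive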
Target sequence (P37231 whole entry, looked up): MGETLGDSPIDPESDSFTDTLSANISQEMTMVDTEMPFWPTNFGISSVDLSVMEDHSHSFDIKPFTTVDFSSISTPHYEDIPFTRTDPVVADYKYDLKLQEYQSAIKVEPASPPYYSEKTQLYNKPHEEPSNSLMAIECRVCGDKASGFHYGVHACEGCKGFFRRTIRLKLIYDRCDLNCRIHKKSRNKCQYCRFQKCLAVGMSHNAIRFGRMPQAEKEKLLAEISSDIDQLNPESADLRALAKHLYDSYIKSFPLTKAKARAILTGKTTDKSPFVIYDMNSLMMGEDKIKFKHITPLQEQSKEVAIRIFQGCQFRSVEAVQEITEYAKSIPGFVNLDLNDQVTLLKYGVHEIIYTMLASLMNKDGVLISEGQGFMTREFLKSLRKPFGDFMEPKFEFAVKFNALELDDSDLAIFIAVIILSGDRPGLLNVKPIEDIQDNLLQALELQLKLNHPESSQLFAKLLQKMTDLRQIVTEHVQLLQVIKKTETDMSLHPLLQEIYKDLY
S1P3 antag – S1P3 (human) receptor antagonism; Q99500; CHO S1P3 NFAT-BLA reporter, FRET fluorescence, antagonist mode; inhibition, % at 4.98 µM; hit rate 0.27% among 170,000; AID 485;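 active = inhibition above the plate cutoff, the mean inhibition of test wells on that plate plus 3 SD, cut at about 28% in these data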;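 also: cells challenged with S1P at its EC80 of 0.8 µM; blue over green emission ratio from cleaved BLA substrate after 4 h stimulation; 0% = S1P-stimulated wells and 100% = unstimulated DMSO-only wells; some compounds past the cut are filed as inactive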
Target sequence (Q99500 whole entry, looked up): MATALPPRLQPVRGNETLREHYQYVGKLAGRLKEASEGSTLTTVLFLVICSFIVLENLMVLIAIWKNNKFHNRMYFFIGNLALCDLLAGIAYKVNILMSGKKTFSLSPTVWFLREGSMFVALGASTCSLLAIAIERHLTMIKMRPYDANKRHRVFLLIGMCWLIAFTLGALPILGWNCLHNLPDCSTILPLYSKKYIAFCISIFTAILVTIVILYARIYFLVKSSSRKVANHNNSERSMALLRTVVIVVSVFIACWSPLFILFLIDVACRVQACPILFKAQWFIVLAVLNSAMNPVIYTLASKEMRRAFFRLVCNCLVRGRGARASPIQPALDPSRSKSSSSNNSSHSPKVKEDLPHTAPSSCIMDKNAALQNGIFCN
Diaphorase inh – counter-screen for diaphorase-based assays: diaphorase inhibitors and chemical oxidizers; diaphorase resazurin-to-resorufin fluorescence, NADH, 16 min; bacterial (C. kluyveri) enzyme, not human; inhibition, % at 20 µM; hit rate 0.69% among 190,000;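 active = primary screen inhibition at 20 µM above a set limit, cut at about 50% in these data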;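 also: plate controls were DMSO with full reaction for no effect and wells lacking NADH for full effect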
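System: Bacterial diaphorase enzyme (C. kluyveri) | Incubation: 16-min room-temperature incubation before reading | Benchmarks: No-NADH positive control and DMSO neutral control | Measured by: Resorufin fluorescence 544/590 nm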
Diaph act CS – diaphorase activation or chemical reduction counter-screen. Diaphorase/resazurin coupled assay, resorufin fluorescence, 16 min; hits give high values; 1 = vehicle wells, 0 = NADH-free wells. activation factor at 20 µM. hit rate 0.005% among 190,000. AID 1229;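 active = diaphorase activity raised at least twofold by the compound at 20 µM; inactive = activation factor below 2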
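Material: bacterial diaphorase enzyme (C. kluyveri); amount: enzyme 0.07 U/mL final; reagent: NADH substrate 0.114 mM plus resazurin dye 0.1 mM, final; doses: single compound dose of 20 µM, 1% DMSO final; timing: 16 min enzyme reaction, ambient temperature; measured by: fluorescence of resorufin, 544 nm excitation, 590 nm emission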
ROMK primary – modulates human ROMK potassium channel activity. P48048. Tet-inducible ROMK, thallium flux fluorescence; actives lie on both sides. B-score at 10 µM. hit rate 2% among 130,000. AID 1918;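 active = signal ratio slope over the read window, or its plate-corrected B-score, at least 3 SD from the plate mean, either direction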;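 also: B-score of the F/F0 ratio slope over 7 to 12 s after thallium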
PMI act – activators of human phosphomannose isomerase | P34949 | purified human PMI, coupled resazurin fluorescence, 20 min; hits give high values; 1 = vehicle control, 0 substrate-free wells | activation factor at 20 µM | hit rate 0.005% among 190,000 | AID 1214;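 active = activation factor of 2 or more at 20 µM, relative to plate controls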
PPARg SRC1 recr – agonists of human PPARgamma SRC-1 coactivator recruitment | P37231 | PPARgamma-SRC-1 coactivator recruitment biochemical assay | activation, % at 8 µM | hit rate 0.41% among 200,000; in the data active = activation above about 19%;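 also: 0% = DMSO and 100% = reference agonist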
PMI act hi M6P – PMI (human) activation, high substrate; P34949; AID 1216; coupled PMI enzyme assay, resazurin fluorescence, 20 min; hits give high values; 1 = untreated enzyme, 0 = substrate-free blank; hit rate 0.34% among 190,000; activation factor at 20 µM;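 active = activation factor of 2 or more at 20 µM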
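Material: human phosphomannose isomerase with PGI, G6PDH, diaphorase coupling enzymes; amount: PMI at 15 ng/mL final; also added: Mannose-6-phosphate 1.0 mM (near-saturating) plus 0.22 mM NADP+; incubation: enzyme reaction with compound 20 min at room temperature; signal: resorufin fluorescence (Ex 544/Em 590 nm) from resazurin via diaphorase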
SRC2 TRFRET art – TR-FRET artefact, counter-screen to PPARgamma/SRC-2 agonist assay; hits give high values; TR-FRET ratio at 8 µM; hit rate 0.4% among 200,000; AID 1049; in the data active = TR-FRET ratio above about 2000; also: inactives centre near 1500
PPARg SRC2 recr – PPARgamma-driven SRC-2 recruitment agonism | hit rate 0.34% among 200,000 | PPARgamma LBD-SRC-2 recruitment, biochemical | P37231 | activation, % at 8 µM; in the data active = activation above about 22%;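 also: 0% = vehicle and 100% = reference agonist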
G6PDH CS – inhibits Leuconostoc G6PDH, flagging false hits in G6PDH-based assays. inhibition, % at 5 µM. Purified L. mesenteroides G6PDH, diaphorase/resazurin coupled fluorescence, 45 min. hit rate 0.12% among 200,000. AID 1020; in the data active = inhibition above about 50%
Starred values were filed as active, the others as inactive; x = not tested or not shown. Random draw from the library; about 3.3% have a hit in one of these screens.

compound | PPARg SRC1 recr | PMI act | G6PDH CS | PPARg SRC2 recr | PPARg SRC3 recr | PMI act hi M6P | S1P3 antag | SRC2 TRFRET art | Diaphorase inh | ROMK primary | Diaph act CS
CN=C(c1ccc([N+](=O)[O-])cc1)N1CCCCC1 | 0 | 1.1 | 0 | -1 | -3 | 1 | -16 | 1515 | -2 | -0.35 | 1
COC(=O)C1C(c2ccccc2)C(C(=O)O)C1c1ccccc1 (stereo not given) | -5 | 1 | 7 | -7 | -1 | 1 | -17 | 1439 | 14 | 2 | 0.9
COc1ccc(C=O)c(OC)c1 | 3 | 1 | -3 | 5 | -1 | 1 | -14 | 1540 | 7 | 0.26 | 0.9
COc1ccccc1-n1c(=S)[nH]c2c(sc(=S)n2-c2ccccc2C)c1=O | 8 | 1.1 | 5 | 3 | 4 | 1.1 | -2 | 1643 | 12 | -0.045 | 0.9
CCOC(=O)c1[nH]c2cc(OC)c(OC)cc2c1NC(=O)CN(C)C1CCCCC1 | -8 | 1 | -3 | 0 | 0 | 0.9 | 16 | 1510 | 29 | 0.35 | 0.7
Cc1ccc(C(=O)Nc2ccc3c(c2)CCC3)cc1S(=O)(=O)N1CCOCC1 | 4 | 1 | 2 | 8 | 4 | 1 | 8 | 1684 | 12 | -1.6 | 0.9
COc1cccc([C@H](O)Cn2cc(-c3ccc(CON=C(C)C)cc3)nn2)c1 | 11 | 1 | 12 | 7 | 2 | 1 | 5 | 1401 | 1 | -0.18 | 1
CCO/C=C1/C(=O)N(c2ccc(OC)cc2)C(=O)c2ccccc21 | 8 | 1.6 | -1 | 3 | 4 | 1.7 | 5 | 1509 | 7 | 0.072 | 0.9
C/C(Cn1cnc([N+](=O)[O-])n1)=N\NC(=O)c1cccc(F)c1 | 1 | 1.1 | 0 | -2 | 4 | 1 | x | 1504 | 8 | -0.3 | 0.9
CC(C)CC(c1nnnn1CC1CCCO1)N1CCN(c2nc3ccccc3s2)CC1 (stereo not given) | -2 | 1 | 0 | 2 | -6 | 0.9 | 8 | 1482 | 10 | x | 0.9
CCc1c(C)c2ccc(OCC(=O)N(C)C)c(C)c2oc1=O | 2 | 1 | 10 | 10 | 1 | 1 | x | 1690 | 8 | -0.37 | 0.9
COc1cc(OC)c(S(=O)(=O)N2CCN(C(=O)c3ccccc3F)CC2)cc1NC(C)=O | -2 | 0.9 | 14 | -5 | -3 | 0.9 | -12 | 1559 | 20 | -0.06 | 0.8
CC1CN=C(NC2CCCCC2C)S1 (stereo not given) | 5 | 1 | -2 | 6 | -4 | 1 | 2 | 1396 | 10 | 0.4 | 0.9
Cc1ccc2ncnc(NCCCCCC(=O)O)c2c1 | 5 | 1 | 4 | 11 | 6 | 1 | -16 | 1721 | -2 | -1 | 1
Cc1nn(C)c(C)c1S(=O)(=O)N1CCC(C(=O)NCC2COc3ccccc3O2)CC1 (stereo not given) | 10 | 1 | 10 | -5 | 2 | 0.9 | -2 | 1632 | 10 | x | 0.9
CC(=O)c1c(C)[nH]c(C(=O)Nc2cccnc2)c1C | -6 | 1 | 2 | -4 | -10 | 1 | -8 | 1339 | 17 | x | 0.8
COCCn1c(SCC(=O)NCc2ccc3c(c2)OCO3)nnc1-c1c[nH]c2ccccc12 | 3 | 1.1 | 16 | -4 | 1 | 1.1 | 5 | 1780 | -5 | x | 1.1
COC(=O)c1ccc(C2Nc3cccc4cccc(c34)N2)cc1 | 10 | 1.1 | -5 | 21 | 10 | 0.7 | -8 | 1632 | 34 | -0.067 | 0.7
C=CC(=O)Nc1ccc(Br)cc1 | 7 | 1 | 0 | 5 | 1 | 1.1 | x | 1434 | 3 | 0.23 | 1
O=[N+]([O-])c1ccc(S(=O)(=O)N/N=C/c2ccco2)cc1 | 8 | 1.3 | 3 | -2 | 1 | 1.1 | -8 | 1530 | -1 | -0.17 | 1
CN(C)C(=O)CC12CC3CC(C1)CC(CC(=O)N(C)C)(C3)C2 | 7 | 1 | 4 | -3 | 2 | 1 | -2 | 1523 | 5 | 1.5 | 1
COCCn1nnnc1C(c1ccc(OC)cc1)N1CCN(c2ccccc2F)CC1 (stereo not given) | -1 | 1.2 | -5 | 2 | -3 | 1.2 | -28 | 1492 | 10 | x | 0.9
CC1(C)CC2CC(C)(CN2S(=O)(=O)c2ccc(C(=O)Nc3ccc(Cl)c(S(=O)(=O)N4CCOCC4)c3)cc2)C1 (stereo not given) | -8 | 0.9 | 4 | -10 | -6 | 0.9 | x | 1510 | 13 | x | 0.9
CC(=O)Nc1ccc(NC(=O)C2CCCN(c3nnc(-n4cccc4)s3)C2)cc1 (stereo not given) | -3 | 1 | -2 | 1 | -1 | 1.1 | -47 | 1563 | 9 | x | 0.9
COc1ccc(N2C(=O)CSC2c2ccncc2)cc1 (stereo not given) | -2 | 1 | -1 | 0 | 0 | 1 | -21 | 1549 | -3 | 0.48 | 1
CCOC(=O)C1C(C(=O)NN)C1C(=O)Nc1ccccc1 (stereo not given) | 7 | 1.1 | 6 | 5 | 4 | 1 | -4 | 1507 | -8 | -0.018 | 1.1
O=c1cc(O)c2ccccc2n1Cc1ccccc1Cl | -4 | 1.1 | 3 | 2 | 2 | 0.9 | -7 | 1583 | 14 | -0.15 | 0.9
CCCn1c(N)c(Sc2ccccc2)c(=O)n(CCC)c1=O | 7 | 1 | 3 | -3 | 8 | 1 | x | 1610 | 6 | x | 0.9
CN(c1ccccc1)S(=O)(=O)c1ccc(NC(=O)c2ccccc2)cc1 | -4 | 0.8 | 7 | 0 | -5 | 0.8 | 14 | 1465 | 19 | x | 0.8
CCCCCC(=O)N1CC2(C)CN(C(=O)CCCCC)CC(C)(C1)C2=O | 2 | 1 | 5 | 4 | 9 | 1 | x | 1508 | 11 | 0.52 | 0.9
COc1ccc(CCNC(=O)c2nc3ncccn3n2)cc1OC | -3 | 0.9 | -9 | 10 | 15 | 0.9 | -3 | 1459 | 13 | -0.14 | 0.9
FC(F)(F)c1nc2ccccc2nc1N/N=C/c1c(Cl)cccc1Cl | 7 | 1 | 1 | 7 | -8 | 1 | x | 1461 | -1 | x | 1
CN(CC(=O)O)c1ccc(S(=O)(=O)N2CCOCC2)cc1[N+](=O)[O-] | 8 | 1.2 | 5 | 2 | 7 | 1.1 | -1 | 1604 | -7 | 1.3 | 1.1
COCCCNC(=O)Cn1c(=O)n(CCCCCC(=O)NCc2ccc3c(c2)OCO3)c(=O)c2sccc21 | -1 | 1 | 7 | -6 | -2 | 1.1 | -7 | 1800 | -11 | -0.54 | 1.1
O=c1cc(N2CCN(Cc3ccccc3)CC2)[nH]c(=O)n1Cc1ccc(F)cc1 | 0 | 1 | 1 | 2 | 0 | 0.9 | 11 | 1658 | 11 | x | 0.9
CN(C)C(/C=C/Nc1ccc(F)cc1)=C(C#N)C#N | 0 | 1.1 | 3 | 5 | 8 | 1.1 | x | 1585 | 3 | x | 1
Cc1ccc(C(=O)Nc2nc(=O)n(C(=O)CC(C)C)s2)cc1 | 7 | 0.9 | -11 | 0 | 9 | 1 | x | 1488 | 11 | x | 0.9
CCOC(=O)C(NC(=O)CC)(Nc1ccccc1)C(F)(F)F (stereo not given) | 4 | 1 | 5 | -3 | 0 | 1.1 | -12 | 1716 | 10 | 0.26 | 0.9
CCc1nnc(NC(=O)CSc2nnc(-c3ccc(S(=O)(=O)N(CC)CC)cc3)n2CC)s1 | -2 | 1 | -4 | -2 | -1 | 1 | x | 1555 | 13 | -0.24 | 0.9
Nc1ccn([C@@H]2O[C@H](CO)[C@@H](O)[C@@H]2O)c(=O)n1 | 9 | 1.3 | 11 | 1 | 1 | 1.2 | -31 | 1509 | -8 | x | 1.1
CCCCOCCCNC(=O)CN1C(=O)c2ccccc2C1=O | 3 | 0.9 | 3 | -1 | -1 | 1 | x | 1475 | 4 | 1.3 | 1
CC(C)OC(=O)Cn1cc(C#N)c2ccccc21 | -4 | 0.9 | 6 | -3 | 4 | 1 | -12 | 1237 | 17 | -8.8* | 0.8
COc1ccc(-c2cc(C(F)(F)F)nc(N3CCCCC3)n2)cc1OC | 2 | 0.9 | -3 | 5 | 6 | 0.9 | x | 1560 | 23 | 0.23 | 0.8
O=C(CSc1n[nH]c(-c2ccncc2)n1)NC1CCS(=O)(=O)C1 (stereo not given) | 3 | 0.2 | 3 | 6 | -1 | 0.5 | -9 | 1621 | -2 | 0.6 | 1
Cc1cc(OC(=O)c2ccc(S(=O)(=O)N3CCOCC3)cc2)c([N+](=O)[O-])c(=O)[nH]1 | 0 | 1.1 | 0 | 8 | 0 | 1.1 | -6 | 1514 | 3 | 0.46 | 1
COc1ccccc1OC(=O)c1cc(Cl)nc2ccccc12 | 6 | 0.8 | -24 | 3 | 8 | 0.9 | x | 1482 | 25 | x | 0.8
Cc1ccc(O)c(NC(=S)NC(=O)c2ccccc2Cl)c1 | 4 | 0.8 | 8 | 2 | -3 | 0.9 | -55 | 1508 | 14 | -0.69 | 0.9
COc1ccc(/C=N/Nc2cc(C)nc(N)n2)cc1 | -1 | 0.9 | 19 | -13 | -2 | 1 | -4 | 1331 | 9 | x | 0.9
COc1cccc(CN2CCN(S(=O)(=O)c3ccc(Br)cc3)CC2)c1 | -4 | 0.8 | 0 | 1 | -4 | 0.9 | x | 1297 | 26 | 0.3 | 0.7
CCOC(=O)CSc1nnc(-c2ccc(NS(=O)(=O)c3ccc(C)cc3)cc2)o1 | 9 | 0.9 | -2 | 5 | 2 | 0.9 | 0 | 1506 | 25 | 1.9 | 0.8
CC1CN(C(=O)C2CCCCC2)C(C)CN1C(=O)C1CCCCC1 (stereo not given) | -1 | 0.9 | 2 | 6 | 8 | 0.9 | -5 | 1472 | 22 | -0.15 | 0.8
C/C=C/c1ccc(OCCCCOc2ccccc2F)c(OC)c1 | 1 | 0.8 | 4 | 2 | 1 | 0.9 | -4 | 1692 | 10 | x | 0.9

An excerpt from above, limited to Diaph act CS.
canonical_smiles | Diaph act CS
Nc1ccn([C@@H]2O[C@H](CO)[C@@H](O)[C@@H]2O)c(=O)n1 | 1.1
CCCCOCCCNC(=O)CN1C(=O)c2ccccc2C1=O | 1
